FLuc modulator: counter-screen for miR-21 project: firefly luciferase inhibitors or activators; purified FLuc, Km substrates, luminescence inhibition; AID 588342; P08659; 360,000 compounds, 6.9% hits; Potency, µM (top dose mostly 57.5 µM), for inactives: at the top dose activity change, negative = inhibition, most hits filed as inhibitors;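 further: potency means the concentration at half of the fitted maximal effect; plate controls were vehicle for no effect and reference inhibitor for full effect; nearly all actives have a fitted effect of over 55% in size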
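Purified P. pyralis luciferase, 10 nM final, with Km-level 10 uM D-luciferin and 10 uM ATP in 50 mM Tris acetate pH 7.5, 10 mM Mg acetate, 0.01% Tween-20, 0.05% BSA; 6-point qHTS titration about 60 µM downward; luminescence read.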
RORgamma inh: inhibitors of mouse ROR gamma transcriptional activity | Drosophila S2 Gal4-RORgamma UAS-luciferase reporter, 20 h | Potency, µM (titrated, usually from 53.6 µM), for inactives: at the highest dose activity change, negative = inhibition, actives largely listed as inhibitors | 310,000 compounds, 5.4% hits; further: potency means the concentration at half of the fitted maximal effect; on the % scale 0 is the no-effect control and ±100 the full control effect; nearly all actives have a fitted effect of over 60% in size
Target sequence (P51450 whole entry, looked up, the tested form may be a part): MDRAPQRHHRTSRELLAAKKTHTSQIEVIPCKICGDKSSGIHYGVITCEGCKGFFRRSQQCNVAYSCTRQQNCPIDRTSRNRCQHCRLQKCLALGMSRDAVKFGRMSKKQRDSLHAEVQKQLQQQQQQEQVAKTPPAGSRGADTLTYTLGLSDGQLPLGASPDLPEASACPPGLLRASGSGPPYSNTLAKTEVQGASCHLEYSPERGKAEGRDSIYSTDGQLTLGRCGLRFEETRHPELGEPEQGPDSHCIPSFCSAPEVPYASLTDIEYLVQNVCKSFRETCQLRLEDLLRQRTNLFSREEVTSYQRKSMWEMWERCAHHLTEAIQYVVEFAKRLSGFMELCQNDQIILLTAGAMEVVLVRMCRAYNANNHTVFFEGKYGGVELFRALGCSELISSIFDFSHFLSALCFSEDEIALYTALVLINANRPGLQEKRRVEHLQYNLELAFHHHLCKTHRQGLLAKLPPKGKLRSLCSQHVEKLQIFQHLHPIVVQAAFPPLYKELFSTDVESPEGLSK
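Drosophila S2 cells stably expressing Gal4-DBD/mouse RORγ fusion under metallothionein promoter plus UAS-luciferase; compound 1 h, then 700 uM CuSO4 induction for 20 h at ambient temperature; inhibition read as reduced luminescence.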
Tb PFK inh: inhibitors of T. brucei phosphofructokinase; T. brucei PFK, ADP-Glo luminescence; Potency, µM (doses to about 57.5 µM), without a hit: at the top dose activity, negative = inhibition, most hits filed as inhibitors; 330,000 compounds, 0.17% hits;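 further: potency means the concentration at half of the fitted maximal effect; 0% = uninhibited 1x PFK enzyme wells and -100% = no-enzyme wells; nearly all actives have a fitted effect of over 60% in size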
Target sequence (O15648 whole entry, looked up): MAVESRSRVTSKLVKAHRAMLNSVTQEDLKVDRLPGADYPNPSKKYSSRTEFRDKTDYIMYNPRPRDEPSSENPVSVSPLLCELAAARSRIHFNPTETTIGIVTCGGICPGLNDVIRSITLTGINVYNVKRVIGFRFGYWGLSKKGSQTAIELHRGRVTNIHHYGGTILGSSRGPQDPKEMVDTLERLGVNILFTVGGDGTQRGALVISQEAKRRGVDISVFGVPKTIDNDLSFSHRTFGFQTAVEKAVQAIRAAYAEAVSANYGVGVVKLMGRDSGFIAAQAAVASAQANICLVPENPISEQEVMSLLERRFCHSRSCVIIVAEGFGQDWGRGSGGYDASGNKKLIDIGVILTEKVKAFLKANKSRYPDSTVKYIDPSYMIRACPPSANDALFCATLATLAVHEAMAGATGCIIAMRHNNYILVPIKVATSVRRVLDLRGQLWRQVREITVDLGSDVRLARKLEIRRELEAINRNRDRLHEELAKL
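In TEA buffer at pH 8.0 with 5 mM MgCl2, enzyme (1.25 nM) converted F6P (0.5 mM) and ATP (0.1 mM) for 45 min at room temperature. ADP product was read by luciferase luminescence.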
ELG1 genotoxic: induces genotoxicity in HEK293T cells with luciferase-tagged ELG1 | 330,000 compounds, 1.3% hits | HEK293T ELG1-luciferase reporter, luminescence, 16 h | Potency, µM (doses to about 46 µM), for the others: top-dose activity change, positive = activation, most hits filed as activators | AID 504466; further: potency means the concentration at half of the fitted maximal effect; % of control where 0% means no effect; nearly all actives have a fitted effect of over 60% in size
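ELG1-luciferase HEK293T cells, 2,000/well; compound pinned in; 16 hr, 37 °C, 5% CO2; ONE-Glo, 30 min RT; luminescence on CCD imager.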
Rab9 promoter act: activates the Rab9 promoter; Huh7 Rab9 promoter-luciferase reporter, luminescence, 24 h; Potency, µM (titrated, usually from 9.22 µM), for the others: at the highest dose activation, negative = inhibition, usual class: activators; 320,000 compounds, 2.8% hits; further: potency means the concentration at half of the fitted maximal effect; % of control where 0% means no effect; nearly all actives have a fitted effect of over 60% in size
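Cell-based reporter: Huh7 stable for Rab9 promoter-driven luciferase, plated in reduced-serum medium with 10% FBS at 1500 cells/well, compound-treated 24 h at 37 °C, luminescence read after 10 min reagent.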
ELG1 DNA repair: inhibitors of ELG1-dependent DNA repair in HEK293T cells. 330,000 compounds, 2.3% hits. HEK293T ELG1-luciferase reporter, luminescence, 16 h; DNA damage induced by 5-fluorouridine. Potency, µM (doses to about 46.1 µM), for the others: top-dose activity change, negative = inhibition, most hits filed as inhibitors; further: potency means the concentration at half of the fitted maximal effect; on the % scale 0 is the no-effect control and ±100 the full control effect; nearly all actives have a fitted effect of over 55% in size
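Luminescence from the luciferase reporter, measured 30 min after ONE-Glo reagent at room temperature, was the read-out. Beforehand, 2,000 cells per well were exposed for 16 hr at 37 °C to 5-fluorouridine together with compound or vehicle.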
BRCA1 expr up: increases BRCA1 expression | Potency, µM (series often up to 46.1 µM), without a hit: at the top dose activation, actives largely listed as activators | MCF7-BRCA1-FFLuc reporter, luminescence, 48 h; response scale: scaled: vehicle 0%, 10 µM genistein 100% | AID 624202 | 380,000 compounds, 1.1% hits; further: potency means the concentration at half of the fitted maximal effect; nearly all actives have a fitted effect of over 80% in size; some results filed as inactive show a strong effect at the top dose
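MCF7 cells carrying a BRCA1-firefly luciferase reporter (2000 cells/well, phenol-red free MEM) were attached for 2 h at 37 °C, then given compounds for 48 h. Luminescence was read 15 min after luciferase reagent; activity normalized to genistein (10 microM) and DMSO.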
p53 reactivation: re-activators of mutant p53; H1299 p53-A138V BP100-luciferase reporter, luminescence, 24 h; Potency, µM (doses to about 92.2 µM), for inactives: top-dose activity change, positive = activation, usual class: activators; 320,000 compounds, 0.063% hits; AID 504706; further: potency means the concentration at half of the fitted maximal effect; % of control where 0% means no effect; nearly all actives have a fitted effect of over 45% in size
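H1299 (p53-null), stable ts p53-A138V + BP100-Luc; 1000 cells/well, Opti-MEM/10% FBS; cpd 4 pt, 1:5; 24 h, 37 deg C, 5% CO2; detection reagent 10 min RT; luminescence.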
TRPV1 agonist: human TRPV1 agonism; Q8NER1; activation, % at 8.33 µM; 320,000 compounds, 0.19% hits; TRPV1-expressing cells, Fluo-8 calcium influx, agonist mode; in the data active means activation above about 80%; inconclusive means between about 30% and that limit; further: 0% is about no effect
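Fluo-8 calcium influx in TRPV1-expressing cells, kinetic read (ex 480/em 520 nm). Compound added and read 3 min for agonist activity, followed by capsaicin at EC20 final and 2 min further read for enhancement.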
NPC1 prom act: activators of NPC1 promoter; Potency, µM (series often up to 9.22 µM), for inactives: at the top dose activation, most hits filed as activators; Huh7 NPC1 promoter luciferase reporter, 24 h; 320,000 compounds, 2.4% hits;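 further: potency means the concentration at half of the fitted maximal effect; % of control where 0% means no effect; nearly all actives have a fitted effect of over 60% in size; reporter is driven by a mutant NPC1 promoter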
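Stably transfected Huh7 (NPC1 promoter→luciferase), 1500 cells/well in Opti-MEM + 10% FBS, 2 h settle, then compound 24 h at 37 °C. Luminescence after 10 min with Amplite reagent.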
VP16 counter: inhibits Gal4-VP16 luciferase reporter, ROR gamma counter-screen; Potency, µM (doses to about 53.6 µM), inactives show at the top dose activity, negative = inhibition, most hits filed as inhibitors; 310,000 compounds, 3.5% hits; Drosophila S2 Gal4-VP16 UAS-luciferase, luminescence, 20 h; AID 2546;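 further: Gal4-VP16 expression switched on by copper sulfate through the metallothionein promoter; potency means the concentration at half of the fitted maximal effect; on the % scale 0 is the no-effect control and ±100 the full control effect; nearly all actives have a fitted effect of over 50% in size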
* marks the source's active call; other numbers are inactive results; ? = inconclusive; · = not tested or not shown; [ ] = dose if it differs, or a comment. Unless noted, the call rests on the fitted dose curve; in most records, active means well fitted curve in the direction sought with a large enough effect; inconclusive means small, poorly fitted or top-dose-only effect, or another doubt; inactive means no such curve, though single readings can be large; an effect the other way counts as inactive or inconclusive. A portion of the library; count on the stated rates, not on these rows.

SMILES	FLuc modulator	RORgamma inh	Tb PFK inh	ELG1 genotoxic	Rab9 promoter act	ELG1 DNA repair	BRCA1 expr up	p53 reactivation	TRPV1 agonist	NPC1 prom act	VP16 counter
O=C(O)C(O)(c1ccccc1)C1CCCC1 (stereo not given)	2%	?	-4%	-3%	3%	2%	-19%	-3%	-1	-6%	3%
CCC(=O)Nc1ccccc1	2%	-12%	4%	7%	-1%	-1%	-8%	·	-1	-2%	-12%
O=C(Cc1ccccc1)OCCN1CCOCC1	-2%	1%	4%	0%	-2%	0%	26%	2%	3	-1%	-2%
O=C1/C(=C/c2ccccc2Cl)N2CCC1CC2	?	-3%	0%	-1%	-1%	?	-14%	3%	27	0%	-16%
C[C@]12CCC3C(CC[C@H]4C[C@@H](O)CC[C@]34C)C1CC[C@@H]2N (stereo not given in full)	·	·	0%	-1%	·	-1%	-7%	11%	·	·	·
Oc1cc2c(cc1CN1CCN(c3ccccc3F)CC1)OCO2	-2%	-16%	0%	-8%	1%	-9%	-7%	2%	1	-3%	0%
COc1ccccc1-c1n[nH]c(=S)n1Cc1ccco1	-14%	?	-14%	0%	-5%	-1%	·	0%	-1	-2%	-3%
O=[N+]([O-])c1cnc[nH]1	12%	·	-7%	5%	2%	29%	-16%	-2%	2	0%	·
COc1ccc(N2C(=O)NC(=O)/C(=C\c3ccc([N+](=O)[O-])s3)C2=O)cc1	?	?	-12%	-1%	1%	16%	7%	14%	2	-4%	-2%
CC(=O)Cc1c[nH]c2ccccc12	3%	15%	-1%	0%	-3%	3%	1%	0%	-1	-3%	2%
Cc1n[nH]c(C)c1CCN	0%	-1%	4%	0%	-5%	6%	11%	-3%	2	-4%	-3%
N#Cc1c(N2CCNCC2)nc(-c2ccco2)c2c1CCCC2	-2%	-37%	1%	-2%	-6%	3%	-8%	8%	0	-7%	-11%
COC(=O)C1=C(c2ccc(OCc3ccccc3)cc2)C[C@@H]2CC[C@H]1N2C(=O)NCCCc1ccccc1	-1%	·	0%	-7%	-14%	-15%	0%	3%	-1	-10%	·
CN1CN=C(N[N+](=O)[O-])N(Cc2ccco2)C1	10%	-6%	-17%	2%	-3%	-14%	-3%	-7%	1	-4%	-3%
COc1ccc(C2NCc3ccccc3-n3cccc32)cc1 (stereo not given)	0%	-14%	0%	-5%	1%	-17%	30%	-2%	0	-5%	-3%
Fc1ccc2c(c1)nnn2C1CCN(Cc2nnnn2C2CCCCC2)CC1	9%	26%	-19%	0%	-10%	-15%	5%	-1%	4	-2%	0%
O=C(O)C1CSC(c2cccnc2)N1 (stereo not given)	2%	-17%	2%	-5%	5%	10%	4%	-2%	-1	-3%	0%
CCCC[N+]1(C)[C@@H]2CC(OC(=O)[C@H](CO)c3ccccc3)C[C@H]1[C@@H]1O[C@@H]12 (stereo not given in full)	-2%	4%	0%	·	-3%	·	-11%	·	-1	-6%	-18%
CCCCn1c(=O)[nH]c(=O)c2c1nc(-c1ccc(OC(F)F)c(OC)c1)n2C	2%	4%	-1%	?	3%	-12%	-29%	-1%	1	2%	4%
CC(=O)c1cn(CCCOc2ccccc2)c2ccccc12	?	?	-1%	17%	-20%	-7%	-2%	-1%	1	-14%	6.3µM*
O=C(c1ccc2c(c1)ncn2C1CCCCC1)N1CCC2(CC1)OCCO2	-1%	24%	-5%	3%	-9%	7%	-35%	-2%	-3	-26%	11%
C=CCn1c(O)c(C(CC)=Nc2ccccc2NC(C)=O)c(=O)[nH]c1=O	1%	25%	-4%	1%	-6%[1.84 µM]	12%	3%	6%	-7	-3%	4%
COc1ccc(/C(=N/OC(C)=O)c2nccc3cc(OC)c(OC)cc23)cc1OC	-2%	17%	3%	0%	-1%	3.3µM*	-11%	-11%	-7	-8%	-6%
COC(=O)c1c(C)[nH]c(C(=O)C(Cc2ccccc2)N(C)C)c1C (stereo not given)	-13%	0%	-2%	13%	1%	17%	7%	5%	0	0%	10%
Cn1cc([N+](=O)[O-])c(C(=O)Nc2ccc3c(C(F)(F)F)cc(=O)oc3c2)n1	6%	20%	0%	1%	7%	-15%	-11%	-31%[inhibitor]	2	2%	3%
SMILES	FLuc modulator	RORgamma inh	Tb PFK inh	ELG1 genotoxic	Rab9 promoter act	ELG1 DNA repair	BRCA1 expr up	p53 reactivation	TRPV1 agonist	NPC1 prom act	VP16 counter
O=C(Cn1ncc2c3ccccc3n(Cc3ccccc3)c2c1=O)N1CCC2(CC1)OCCO2	-15%	26%	3%	-5%	?	?	·	19%	1	21%	5%
Clc1ccc(OCC#CCN2CCCC2)cc1	?	34%	-10%	4%	-2%	-5%	104%	7%	-3	-3%	2%
C[C@H](CO)N1C[C@H](C)[C@@H](CN(C)S(=O)(=O)c2cccs2)Oc2ccc(NC(=O)Nc3ccc(C(F)(F)F)cc3)cc2C1=O	·	·	2%	-5%	·	?	-28%	0%	·	·	·
Cc1c(C(=O)C(=O)N2CCOCC2)c2ccccc2n1Cc1ccccc1	-1%	21%	3%	-1%	1%	-3%	-19%	-3%	4	-4%	14%
Cc1c2cnn(CC(=O)N3CCC4(CC3)OCCO4)c(=O)c2c(C)n1Cc1ccccc1F	0%	47%	10%	1%	3%	5%	0%	3%	-3	0%	7%
Cc1ccc(S(=O)(=O)N2CCCC2c2cccnc2)cc1 (stereo not given)	-1%	10%	2%	-1%	2%	0%	-3%	0%	2	-4%	-5%
O=c1c2ccccc2nc(N2CCCC2)n1-c1ccccc1	4%	7%	3%	4%	-2%	11%	3%	-1%	-1	-1%	-1%
COC(=O)[C@H](Cc1ccccc1)N(Cc1ccccc1)S(=O)(=O)N(Cc1ccccc1)[C@@H](Cc1ccccc1)C(=O)OC	·	·	0%	1%	·	?	0%	2%	·	·	·
CCN1C(=O)C(=Cc2cc(C)n(C3CC3)c2C)C(=O)N(CC)C1=S	-2%	32%	0%	2%	0%	13%	-10%	-3%	7	-4%	-1%
O=C1/C(=C/c2ccc3c(c2)OCO3)N2CCC1CC2	-11%	4%	-19%	1%	2%	-6%	-3%	?	7	4%	28%
O=C(NCCN1CCOCC1)c1ccc(CSc2nc3ccncc3n2Cc2ccc(F)cc2)cc1	1%	13%	?	1%	2%	-9%	33%	0%	-3	-1%	17%
Cc1cc(OCC(=O)N2C[C@H]3C[C@@H](C2)c2cccc(=O)n2C3)c2c(C)c(C)c(=O)oc2c1	0%	-21%	-2%	?	1%	?	3%	·	3	4%	-2%
CCOC(=O)CNC(=S)N1CC2C[C@@H](C1)Cn1c2cccc1=O	-3%	0%	-6%	0%	-1%	-12%	10%	-3%	-4	-5%	-7%
CCOC(=O)C(O)(c1ccc(N)c(OC)c1)C(F)(F)F (stereo not given)	1%	-2%	2%	1%	-3%	-10%	-10%	-4%	1	-1%	-6%
CCOc1ccc(N=Cc2c(O)n(-c3cc(C)cc(C)c3)c(=O)[nH]c2=O)cc1	?	23%	-6%	0%	1%	?	0%	-5%	-3	-5%	6%
CSCCC(NC(=O)CCC(=O)OC1CC[C@H]2[C@@H]3CC[C@H]4CC(=O)CC[C@]4(C)[C@H]3CC[C@]12C)C(=O)O (stereo not given in full)	-2%	-1%	-10%	12%	-11%	16%	-4%	-4%	0	0%	4%
C[C@H](CO)N1C[C@H](C)[C@@H](CN(C)Cc2ccc(-c3ccccc3)cc2)Oc2c(NC(=O)c3ccncc3)cccc2C1=O	·	·	-3%	-8%	·	?	-73%	-4%	·	·	·
C#CC[N+]1(C)C2CCC1CC(O)C2 (stereo not given)	1%	-2%	-2%	3%	4%	-4%	29%	2%	1	-2%	2%
CCN1C[C@]2(COC)CC[C@H](OC)[C@@]34C1[C@]1(OCO[C@@]15C[C@H](OC)[C@H]1C[C@@H]3[C@@H]5[C@H]1OC)[C@@H](O)[C@H]24	14%	·	-8%	-1%	-6%	?	5%	-1%	2	-1%	·
CC(C)(C)P(=O)(c1ccncc1)N1CCCC1 (stereo not given)	2%[2.3 µM]	6%	1%	1%	-2%	1%	-6%	3%	0	-2%	7%
O=S(=O)(c1ccc(Cl)cc1)N1CCCC1c1cccnc1 (stereo not given)	-2%	20%	1%	0%	-2%	-12%	-3%	0%	-3	-3%	-8%
Nc1c([N+](=O)[O-])cc(F)c(N2CCNCC2)c1Br	1%	15%	-7%	3%	1%	11%	6%	-20%	-1	-10%	-10%

Assay outcomes: PubChem BioAssay, National Center for Advancing Translational Sciences (NCATS)
